Screens: PubChem BioAssay, National Center for Advancing Translational Sciences (NCATS)
TrxR1 substrate: rat thioredoxin reductase 1 substrate activity. O89049. purified TrxR1 substrate turnover, NADPH consumption readout. Potency, µM (highest dose often 114 µM), for the others: at the top dose activity change, negative = substrate turnover. 390,000 tested, 0.01% active; also: % is scaled to controls: 0 for no effect and ±100 for the full control effect; nearly all actives have a fitted effect of over 50% in size
Target sequence (O89049 whole entry, looked up): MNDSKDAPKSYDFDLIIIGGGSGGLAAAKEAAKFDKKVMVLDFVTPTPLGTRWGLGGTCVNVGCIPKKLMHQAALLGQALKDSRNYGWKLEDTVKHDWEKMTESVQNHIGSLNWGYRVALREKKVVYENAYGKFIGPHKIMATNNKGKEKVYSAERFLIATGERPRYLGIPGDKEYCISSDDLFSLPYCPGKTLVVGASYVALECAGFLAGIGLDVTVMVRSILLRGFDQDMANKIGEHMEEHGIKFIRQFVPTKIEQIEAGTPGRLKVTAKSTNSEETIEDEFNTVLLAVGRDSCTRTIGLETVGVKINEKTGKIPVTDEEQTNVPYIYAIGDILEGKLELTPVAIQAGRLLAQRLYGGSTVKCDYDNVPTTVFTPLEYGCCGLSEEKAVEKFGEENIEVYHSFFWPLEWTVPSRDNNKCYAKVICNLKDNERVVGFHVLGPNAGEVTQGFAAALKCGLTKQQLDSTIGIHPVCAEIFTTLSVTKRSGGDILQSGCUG
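Rat TrxR1, dispensed at 90 nM, was prereduced with 400 uM NADPH (final) for 5 min at ~22 deg C, then incubated with compound 15 min before 400 uM selenite. A first-read NADPH fluorescence drop versus no-compound background flagged substrates.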
Vif-A3G inh: inhibitors of Vif-APOBEC3G interaction; Q9HC16; HeLa A3G-eYFP + Vif (tagged APOBEC3G with the HIV-1 protein that degrades it), YFP fluorescence, overnight; Potency, µM (top dose mostly 46.1 µM), without a hit: top-dose activity, negative = active, usual class: inhibitors; 410,000 tested, 0.076% active;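 also: % is scaled to controls: 0 for no effect and ±100 for the full control effect; nearly all actives have a fitted effect of over 60% in size; hits raise eYFP signal because A3G escapes Vif-driven loss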
Target sequence (Q9HC16 whole entry, looked up): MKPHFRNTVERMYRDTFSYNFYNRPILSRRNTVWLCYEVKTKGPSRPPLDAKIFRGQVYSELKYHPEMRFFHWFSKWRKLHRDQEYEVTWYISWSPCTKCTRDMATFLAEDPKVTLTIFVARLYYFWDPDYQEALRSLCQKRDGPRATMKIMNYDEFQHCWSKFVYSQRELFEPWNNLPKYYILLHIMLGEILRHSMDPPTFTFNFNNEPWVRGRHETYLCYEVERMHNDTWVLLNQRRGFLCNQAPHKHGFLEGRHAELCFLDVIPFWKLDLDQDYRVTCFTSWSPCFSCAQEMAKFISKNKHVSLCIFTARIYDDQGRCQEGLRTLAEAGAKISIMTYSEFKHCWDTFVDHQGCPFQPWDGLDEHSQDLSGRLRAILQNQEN
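HeLa cells stably expressing Vif and C-terminally eYFP-tagged A3G, seeded overnight at 37 deg C, then exposed to compound by pintool overnight at 37 deg C. Rise in yellow fluorescence (Ex 488/Em 500-530, Acumen) marks blocked Vif-driven A3G degradation.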
USP1 inh: blocks the human USP1/UAF1 deubiquitinase complex. AID 743255. Potency, µM (top dose mostly 57.1 µM), for the others: at the top dose activity change, negative = inhibition, hits mostly inhibitors. 390,000 tested, 0.23% active. recombinant USP1/UAF1, Ub-Rhodamine cleavage fluorescence. O94782; also: % is scaled to controls: 0 for no effect and ±100 for the full control effect; nearly all actives have a fitted effect of over 60% in size; inactives centre near -12
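Step one: compound is pinned into 1nM USP1/UAF1 in HEPES pH 7.8 buffer with TCEP. Step two: 15 min room-temperature incubation. Step three: Ub-Rho (150nM final) starts cleavage, tracked by fluorescence over six one-minute reads.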
12-LOX inh: ALOX12 (human) lipoxygenase inhibition | purified 12hLO, xylenol orange hydroperoxide absorbance | 580,000 tested, 1.1% active | Potency, µM (titrated, usually from 108 µM), inactives show at the top dose activity change, negative = inhibition, usual class: inhibitors; also: % is scaled to controls: 0 for no effect and ±100 for the full control effect
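Purified human 12hLO at 150 nM in 25 mM Hepes, 0.01% Triton X-100, pH 7.0, preincubated 15 min at room temperature with compound. Reaction started with 40 uM arachidonic acid, 30 min at room temperature. Hydroperoxide measured by Fe-xylenol orange, 573/405 nm absorbance ratio.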
RGS4 inh: human RGS4 inhibition. P49798. Transcreener GDP fluorescence polarization, RGS4-accelerated GTP hydrolysis. Potency, µM (titrated, usually from 114 µM), without a hit: top-dose activity change, negative = inhibition, most hits filed as inhibitors. 390,000 tested, 0.039% active; also: % is scaled to controls: 0 for no effect and ±100 for the full control effect; nearly all actives have a fitted effect of over 75% in size; some results filed as inactive show a strong effect at the top dose
Target sequence (P49798 whole entry, looked up): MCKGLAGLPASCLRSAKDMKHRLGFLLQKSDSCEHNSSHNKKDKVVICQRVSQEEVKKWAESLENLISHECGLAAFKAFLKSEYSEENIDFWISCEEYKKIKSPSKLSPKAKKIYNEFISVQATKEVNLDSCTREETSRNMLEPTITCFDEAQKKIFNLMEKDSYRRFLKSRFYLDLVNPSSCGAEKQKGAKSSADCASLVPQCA
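MLSMR compounds (23 nl, pin-transferred) preincubated 10 min at room temperature with a 500nM (2x) first reagent, then RGS4 at 900nM (2x) plus Transcreener GDP mix added; fluorescence polarization (620/688 nm) read before and after 90 min at 30 °C.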
rTrxR1 inhibitor: rat TrxR1 inhibition. O89049. recombinant rTrxR1, NADPH fluorescence consumption, selenite substrate. Potency, µM (series often up to 114 µM), without a hit: at the top dose activity change, negative = inhibition, actives largely listed as inhibitors. 390,000 tested, 1% active. AID 588453; also: % is scaled to controls: 0 for no effect and ±100 for the full control effect; nearly all actives have a fitted effect of over 65% in size
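Rat TrxR1 (90 nM in the dispensed reagent) was pre-reduced with 400 uM NADPH for 5 min at room temperature, then incubated with compound for 15 min. After 400 uM selenite was added, NADPH fluorescence (Ex 340/Em 450 nm) was followed for 8 min.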
RXFP1 ag: activates the human relaxin receptor RXFP1; Q9HBX9; HEK293T-RXFP1 cAMP TR-FRET, 30 min; response scale: percent of porcine relaxin response, buffer zero; Potency, µM (top dose mostly 57.5 µM), without a hit: at the top dose activation, hits mostly activators; 370,000 tested, 0.3% active; AID 2676; also: % is scaled to controls: 0 for no effect and ±100 for the full control effect; nearly all actives have a fitted effect of over 60% in size; many of its hits are not listed in these tables
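HEK293 cells stably expressing RXFP1, treated 30 min at 37C with compounds plus PDE4 inhibitor Ro 20174; cAMP measured by HTRF TR-FRET. Normalized to buffer and 29 nM porcine relaxin; EC50 by Hill fit.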
IDH1 R132H inh: inhibitors of human mutant IDH1 R132H. IDH1-R132H enzyme, NADPH consumption, diaphorase/resazurin fluorescence. O75874. 390,000 tested, 0.093% active. AID 602179. Potency, µM (highest dose often 76.6 µM), inactives show at the top dose activity change, negative = inhibition, most hits filed as inhibitors; also: % is scaled to controls: 0 for no effect and ±100 for the full control effect; nearly all actives have a fitted effect of over 65% in size
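IDH1-R132H (0.5 ug/mL dispensed) in pH 7.5 Tris buffer was preincubated 30 min with compound, then given a substrate mix of 0.016 mM NADPH and 2 mM alpha-KG for 80 min at room temperature; remaining NADPH was read by diaphorase/resazurin fluorescence.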
Vif-APOBEC3F blk: blocks the Vif interaction with APOBEC3F; HeLa A3F-eYFP + Vif (tagged APOBEC3F with the HIV-1 protein that degrades it), YFP fluorescence increase; 390,000 tested, 0.2% active; Potency, µM (doses to about 46.1 µM), for the others: at the highest dose activity, negative = active; AID 602313; also: % of control where 0% means no effect; nearly all actives have a fitted effect of over 65% in size
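Fluorescence increase (Ex 488/Em 500-530) after overnight compound treatment at 37 deg C flags inhibition of Vif-driven A3F-eYFP loss in stable HeLa A3F-eYFP/Vif cells seeded overnight beforehand.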
Starred values were filed as active, the others as inactive; u = inconclusive; x = no result given; & = joins results of further samples; [ ] = another dose, or the depositor's remark. Calls follow the shape of the dose curve; as a rule, active = well fitted curve in the direction sought with a large enough effect; inconclusive = small, poorly fitted or top-dose-only effect, or another doubt; inactive = no such curve, though single readings can be large; an effect the other way counts as inactive or inconclusive. Potency is read from the fitted curve at half-maximal effect. The list is partial. The share of hits here may be higher or lower than overall.

A first look, 2 compounds:
SMILES	TrxR1 substrate	Vif-A3G inh	USP1 inh	12-LOX inh	RGS4 inh	rTrxR1 inhibitor	RXFP1 ag	IDH1 R132H inh	Vif-APOBEC3F blk
Cc1ccc(S(=O)(=O)c2nc(S(C)(=O)=O)sc2N2CCC3(CC2)OCCO3)cc1	12%	-10%	-19%	-4%	-6%	23%	1.8%	0%	11%
Cc1cc(C)cc(-n2ccn(CC(=O)Nc3ccccc3F)c(=O)c2=O)c1	-3%	-1%	-3%	-31%	-33%	-25%	-0.2%	-14%	-8%

The list itself, previewed entries included:
SMILES	TrxR1 substrate	Vif-A3G inh	USP1 inh	12-LOX inh	RGS4 inh	rTrxR1 inhibitor	RXFP1 ag	IDH1 R132H inh	Vif-APOBEC3F blk
Cc1ccc(S(=O)(=O)c2nc(S(C)(=O)=O)sc2N2CCC3(CC2)OCCO3)cc1	12%	-10%	-19%	-4%	-6%	23%	1.8%	0%	11%
Cc1cc(C)cc(-n2ccn(CC(=O)Nc3ccccc3F)c(=O)c2=O)c1	-3%	-1%	-3%	-31%	-33%	-25%	-0.2%	-14%	-8%
Fc1ccc2[nH]c3c(N4CCSCC4)ncnc3c2c1	10%	u	u	298%[activator]	3%	-10%	0.3%	6%	1%
CN(C(=O)Cn1c(=O)n(CCCS(=O)(=O)C2CCCCC2)c(=O)c2ccccc21)c1ccccc1	2%	-2%	-5%	-17%	-4%	0%	1.6%	-3%	-3%
O=C(Nc1ccc(F)cc1F)c1cc(-c2ccc(Cl)cc2)on1	-6%	1%	10%	-8%	31%	13%	21%	-11%	1%
Cc1ccsc1C(=O)Nc1ccc(OCc2ccccc2)cc1	10%	3%	-8%	-18%	-10%	34%	8.0%	0%	3%
Cc1sc(Nc2ccc([N+](=O)[O-])cc2)nc1-c1c(C)n(C)n(-c2ccccc2)c1=O	-5%[57.1 µM]	2%	-15%	45%[activator]	-6%	8%[57.1 µM]	0.7%	-5%	0%
Cc1cc(=O)[nH]c2nnc(SCC(=O)Nc3ccc(F)cc3F)n12	-3%[57.1 µM]	7%	-14%	-13%	-15%	11%[57.1 µM]	4.5%	10%	1%
Cc1cccc(-c2nc(CS(=O)CC(=O)NCCCSC3CCCCC3)c(C)o2)c1 (stereo not given)	-3%	5%	-30%	u	-4%	-7%	0.7%	4%	-5%
CCOC(=O)c1cc(C)sc1NC(=O)CSc1nccn1C	-16%	1%	-2%	13%	16%	-16%	1.6%	7%	0%
CCN(CC(=O)Nc1c(F)cccc1F)C(=O)c1cn2ccccc2n1	-9%	1%	-7%	-10%	28%	-12%	0.9%	-2%	0%
COc1cc(C2CC(=O)Oc3c(C(CCN4CCCC(C)C4)c4ccc(N(C)C)cc4)c(OC)cc(OC)c32)cc(OC)c1OC (stereo not given)	-2%&1%	1%&0%	-33%	u	28%&8%	8%&7%	-1.1%	-2%	0%
Cc1sc2ncn(CC(=O)N(C)c3ccc(C(C)C)cc3)c(=O)c2c1S(=O)(=O)N1CCC(C)CC1	-13%	-3%	-17%	u	-16%	12%	0.7%	-17%	-5%
Cc1nc(SCC(=O)N2CCc3ccccc3C2)c2c(C)c(C)sc2n1	0%	-4%	u	-11%	-16%	9%	3.6%	3%	-7%
CS(=O)(=O)c1ccc(NC(=O)CCN2C(=O)NC3(CCCC3)C2=O)cc1	8%	1%	-21%	16%	-9%	21%	-2.2%	1%	-10%
COCCN(C(=O)CSc1nnc(-c2ccccc2F)n1N)c1c(N)n(Cc2ccccc2)c(=O)[nH]c1=O	-13%	-1%	1%	u	6%	-14%	-2.5%	2%	-21%
Cc1cc(C)c2c(CC(=O)NC(C)C)coc2c1	7%[57.1 µM]	-6%	-2%	-15%	-12%	27%[57.1 µM]	-0.6%	0%	4%
COC(Cc1n[nH]c(=S)n1-c1ccccc1)OC	11%[57.1 µM]	3%	-8%	-6%	1%	-5%[57.1 µM]	-1.2%	4%	-4%
CC(=O)Nc1cccc(NC(=O)c2ccccc2OCc2ccccc2)c1	7%	1%	-24%	-22%	1%	14%	1.5%	5%	-8%
CC(C)CN1C(=O)C(=O)N(CC(=O)Nc2cccc(Cl)c2Cl)C1=O	-2%	0%	-9%	-9%	-18%	13%	5.4%	12%	3%
N=C1CCCN1CC(=O)c1cccs1	-2%	2%	-12%	4%	25%	8%[57.1 µM]	-1.9%	12%	7%
Cc1csc(=Nc2c(C)n(C)n(-c3ccccc3)c2=O)n1Cc1ccccc1	-10%[57.1 µM]	0%&1%	u	-3%&-13%	-7%&-40%	-3%[57.1 µM]	1.8%	7%&1%	-1%&-11%
COc1ccc(-c2csc(N3CCC(c4ccccc4)C3)n2)cc1 (stereo not given)	-2%	1%	-19%	-24%	-16%	-9%	-0.9%	-2%	5%
O=C(CN(C1CCCCC1)S(=O)(=O)c1ccc(F)cc1)NCCCO	8%	2%	-5%	26%	-2%	7%	-0.8%	1%	-1%
Cc1ccc2c(c1)cc(CN(CCc1ccccc1)C(=O)N1CCOCC1)c1nnnn12	6%[57.1 µM]	0%	-17%	0%	-25%	9%[57.1 µM]	3.5%	3%	-4%

Further entries.
SMILES	TrxR1 substrate	Vif-A3G inh	USP1 inh	12-LOX inh	RGS4 inh	rTrxR1 inhibitor	RXFP1 ag	IDH1 R132H inh	Vif-APOBEC3F blk
O=S(=O)(c1ccc2[nH]c3c(c2c1)CCCCC3)N1CCN(c2cccc(Cl)c2)CC1	8%	4%	-9%	5%	2%	39%[activator]	-1.5%	10%	2%
Cc1cc(C(=O)C(C)OC(=O)C2=NNC(=O)CC2)c(C)n1-c1ccc(OC(F)F)cc1 (stereo not given)	-10%	0%	-18%	31%[activator]	-10%	-11%	0.5%	6%	x
Cc1cc(C(=O)COC(=O)c2n[nH]c3ccccc23)c(C)n1CC1CCCO1 (stereo not given)	4%	-5%	-2%	-30%	4%	18%	-0.1%	6%	x
Cn1c(=O)c(=O)n(C)c2cc(N3CCOCC3)c(NS(=O)(=O)c3ccc(Br)cc3)cc21	-5%	3%	-12%	u	-8%	u	3.6%	0%	1%
CCOC(=O)NC(=S)Nc1ccc(C(C)(C)C)cc1	0%[57.1 µM]	4%	-7%	-34%	-18%	10%[57.1 µM]	1.6%	-5%	u
O=S(=O)(NCc1nc2ccccc2[nH]1)c1ccccc1	4%	4%	-12%	6%	0%	42%[activator]	-1.0%	5%	1%
CCc1nc(-c2ccc(-c3ccc(OC)cc3)nc2OC)no1	184%[activator]	0%	-15%	-37%	-4%	57%[activator]	3.0%	4%	-6%
COc1ccccc1NS(=O)(=O)c1cccc(C(=O)N/N=C/c2ccccc2OCC(=O)O)c1	0%	-8%	-24%	u	-10%	12%	-0.8%	22%	0%
N#C/C(=C\c1ccc([N+](=O)[O-])o1)C(=O)Nc1ccc(F)cc1	7%	u	-23%	45µM*	u	3.2µM*	-1.4%	12%	22µM*
CC(NC(=O)c1ccccc1)c1ccc(F)cc1 (stereo not given)	-11%	1%	-12%	-14%	19%	-10%	-1.0%	3%	-1%
CC(=O)N1CCN(S(=O)(=O)c2cccc(C(=O)N(Cc3ccccc3)c3cccc(C)c3)c2)CC1	1%	-7%	-17%	-11%	-34%	15%	5.5%	6%	2%
COc1cc(/C=N/NC(=Nc2ccc(C)cc2)c2nc3ccccc3s2)ccc1O	7%	2%	u	-5%	-27%	-3%	-0.8%	-18%	8%
O=C1c2cccc3c([N+](=O)[O-])ccc(c23)C(=O)N1O	-4%[57.1 µM]	11µM*	u	-11%	4%	u	-6.6%	7%	5µM*
CCCCN(CC)C(=O)c1ccc2c(c1)NC(=O)c1ccccc1S2	-5%	-2%	-24%	-28%	10%	4%	0.4%	-15%	-6%
Cc1ccc2c(c1)C1CN(C)CCC1N2C(=O)Nc1ccc(Cl)cc1 (stereo not given)	-6%	3%	1%	-3%	-19%	6%	0.1%	2%	6%
O=C1NC(=S)N/C1=C\c1ccccc1OCc1ccc(C(=O)O)cc1	-10%	-5%	-9%	-9%	4%	-9%	0.3%	2%	-12%
COc1ccc(C2=NOC(C(=O)O)C2)cc1 (stereo not given)	4%	0%	-7%	-5%	-8%	6%	2.1%	0%	2%
COCCOC(=O)c1c(C)nc(SCC(=O)Nc2cccc3ccccc23)c(C#N)c1-c1ccco1	5%[57.1 µM]	-4%	-11%	-22%	0%	35%[activator][57.1 µM]	2.5%	-1%	3%
O=C(/C=C/c1ccc(F)cc1)Nc1ccc(S(=O)(=O)N2CCOCC2)cc1	-12%	2%	-15%	-2%	5%	-15%	0.1%	0%	4%
O=C(NNCC(O)COc1ccccc1)c1ccccc1 (stereo not given)	-3%	-1%	-5%	6%	7%	13%	4.0%	-6%	1%
O=C(c1ccccc1)c1ccccc1C(=O)N1CCN(C(=O)c2ccccc2)CC1	5%[57.1 µM]	-6%	-19%	-7%	u	14%	-0.2%	2%	1%
CCOc1ccc(Nc2nc(NCC3CCCO3)c3ccccc3n2)cc1 (stereo not given)	-4%	0%	-17%	u	1%	-2%	0.7%	-3%	20%
Cc1cc(C)nc(Nc2ccc(C)c([N+](=O)[O-])c2)n1	11%[11.4 µM]	-18%	-7%	u	-11%	18%[11.4 µM]	0.8%	8%	-7%
